TcdB inh = inhibitors of Clostridioides difficile toxin B glycohydrolase; P18177; TcdB glycohydrolase enzymatic assay, plate reader; inhibition, % at 9.99 µM; hit rate 0.24% among 350,000; in the data active = inhibition above about 10%
Target sequence (P18177 whole entry, looked up): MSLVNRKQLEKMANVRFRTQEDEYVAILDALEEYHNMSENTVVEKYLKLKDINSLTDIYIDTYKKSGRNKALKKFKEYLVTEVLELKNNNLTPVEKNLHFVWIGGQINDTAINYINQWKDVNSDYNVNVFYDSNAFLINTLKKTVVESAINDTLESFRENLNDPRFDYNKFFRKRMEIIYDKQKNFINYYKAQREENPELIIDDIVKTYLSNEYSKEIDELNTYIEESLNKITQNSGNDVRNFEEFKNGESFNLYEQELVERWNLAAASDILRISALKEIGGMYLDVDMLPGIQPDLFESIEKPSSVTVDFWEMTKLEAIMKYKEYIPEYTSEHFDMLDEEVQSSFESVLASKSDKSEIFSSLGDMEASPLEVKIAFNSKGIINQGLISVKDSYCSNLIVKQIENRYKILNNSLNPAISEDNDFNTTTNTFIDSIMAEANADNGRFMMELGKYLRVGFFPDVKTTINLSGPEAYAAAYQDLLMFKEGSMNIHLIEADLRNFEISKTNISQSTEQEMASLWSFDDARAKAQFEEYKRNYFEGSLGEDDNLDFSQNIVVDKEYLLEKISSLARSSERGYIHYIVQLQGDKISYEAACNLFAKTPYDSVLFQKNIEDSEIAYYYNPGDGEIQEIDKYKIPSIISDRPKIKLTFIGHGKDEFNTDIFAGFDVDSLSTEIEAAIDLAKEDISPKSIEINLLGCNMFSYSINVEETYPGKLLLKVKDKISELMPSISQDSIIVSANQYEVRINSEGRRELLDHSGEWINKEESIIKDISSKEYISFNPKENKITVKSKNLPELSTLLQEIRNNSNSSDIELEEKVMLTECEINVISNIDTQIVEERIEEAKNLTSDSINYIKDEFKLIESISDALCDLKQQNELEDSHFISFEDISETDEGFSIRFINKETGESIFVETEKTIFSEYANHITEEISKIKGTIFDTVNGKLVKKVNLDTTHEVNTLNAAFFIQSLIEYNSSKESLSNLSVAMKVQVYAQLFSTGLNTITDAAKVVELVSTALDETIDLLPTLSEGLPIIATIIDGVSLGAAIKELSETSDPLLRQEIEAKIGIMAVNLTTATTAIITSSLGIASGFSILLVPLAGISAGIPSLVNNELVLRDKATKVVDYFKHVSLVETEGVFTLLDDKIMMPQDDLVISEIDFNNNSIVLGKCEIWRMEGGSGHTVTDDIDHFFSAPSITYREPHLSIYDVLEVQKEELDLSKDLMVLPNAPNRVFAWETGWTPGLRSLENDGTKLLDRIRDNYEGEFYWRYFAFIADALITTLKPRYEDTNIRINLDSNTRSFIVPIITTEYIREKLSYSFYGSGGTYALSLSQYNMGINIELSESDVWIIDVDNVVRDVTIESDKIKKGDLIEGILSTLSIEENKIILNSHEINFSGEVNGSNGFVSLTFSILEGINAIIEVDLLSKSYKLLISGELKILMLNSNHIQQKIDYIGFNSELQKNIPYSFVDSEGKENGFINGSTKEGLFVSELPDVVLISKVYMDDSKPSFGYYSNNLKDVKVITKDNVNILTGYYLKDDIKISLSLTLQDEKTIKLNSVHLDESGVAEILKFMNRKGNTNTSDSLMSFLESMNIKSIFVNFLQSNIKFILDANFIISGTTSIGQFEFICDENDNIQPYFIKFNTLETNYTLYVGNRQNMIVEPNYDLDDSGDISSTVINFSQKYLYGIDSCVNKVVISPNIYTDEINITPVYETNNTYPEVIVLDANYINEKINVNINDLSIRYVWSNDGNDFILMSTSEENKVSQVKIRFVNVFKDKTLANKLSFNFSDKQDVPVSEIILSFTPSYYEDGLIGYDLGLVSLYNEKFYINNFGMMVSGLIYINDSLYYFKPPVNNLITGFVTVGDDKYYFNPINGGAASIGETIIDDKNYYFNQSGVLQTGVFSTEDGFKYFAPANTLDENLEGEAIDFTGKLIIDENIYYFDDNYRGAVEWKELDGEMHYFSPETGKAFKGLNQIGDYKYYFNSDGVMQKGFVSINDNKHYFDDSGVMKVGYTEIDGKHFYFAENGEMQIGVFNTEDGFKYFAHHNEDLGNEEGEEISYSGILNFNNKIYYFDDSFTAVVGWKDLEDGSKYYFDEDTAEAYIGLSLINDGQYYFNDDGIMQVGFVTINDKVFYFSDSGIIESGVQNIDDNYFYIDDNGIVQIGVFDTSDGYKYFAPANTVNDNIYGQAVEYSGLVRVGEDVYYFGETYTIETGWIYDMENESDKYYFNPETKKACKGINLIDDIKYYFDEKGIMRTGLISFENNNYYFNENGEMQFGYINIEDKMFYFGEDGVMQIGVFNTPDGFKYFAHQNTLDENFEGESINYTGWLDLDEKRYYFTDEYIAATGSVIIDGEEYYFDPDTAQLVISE
Anthrax LF prot = anthrax lethal factor protease inhibition | multiplex microsphere protease cleavage assay, LF | inhibition, % at 10 µM | hit rate 0.12% among 360,000 | AID 588501; in the data active = inhibition above about 30%; inconclusive = no clear call, values can overlap the other calls; also: plate controls were buffer without enzyme for full effect and enzyme alone for no effect
SARS 3CLpro inh = SARS-CoV 3CLpro protease inhibition; recombinant SARS-CoV 3CLpro, quenched FRET peptide cleavage; inhibition, % at 6 µM; hit rate 0.14% among 290,000; in the data active = inhibition above about 12%
DUSP3 inh = inhibitors of human VHR1 phosphatase (DUSP3); inhibition, % at 13.3 µM; recombinant VHR phosphatase, pNPP absorbance; hit rate 0.52% among 290,000; P51452; in the data active = inhibition above about 50%; also: some compounds called inactive have numbers as strong as hits
MazEF act = activators of E. coli MazEF toxin-antitoxin RNase; P0AE70; FAM/BHQ RNA-DNA oligo cleavage fluorescence, 5 h; activation, % at 20 µM; hit rate 0.32% among 350,000; in the data active = activation above about 50%
PfHsp40 yeast = compounds rescuing yeast from Plasmodium falciparum HSP40 toxicity | S. cerevisiae expressing PfHsp40, growth rescue, ATP luminescence | growth rescue, % at 12.5 µM | hit rate 0.68% among 340,000 | AID 504582; in the data active = growth rescue above about 28%, passing the limit was not always enough; inconclusive = no clear call, values can overlap the other calls;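 also: yeast W303a lacking pdr1 and pdr3 grown in galactose medium; growth measured after three days at 30 °C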
Y pestis TopoI = Y. pestis Topo-I inhibition via cleavage products. Y. pestis Topo-I cleavage product accumulation, plate reader. activity, % at 10 µM. hit rate 0.064% among 360,000. AID 504884; in the data active = activity above about 50%, passing the limit was not always enough; inconclusive = no clear call, values can overlap the other calls; also: inactives centre near 2
PriA SSB inh = inhibitors of Klebsiella pneumoniae PriA binding to SSB C-terminal tail | AlphaScreen SSBct-PriA binding, biotinylated peptide | inhibition, % at 33 µM | hit rate 0.6% among 430,000 | AID 1272365; in the data active = inhibition mostly above about 37%, no sharp cut-off; inactive = mostly below about 20%;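 also: plate controls were negative control peptide for no effect and reference peptide for full effect; strong numbers were not always called active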
Vc quorum ag = quorum light induction in luxS cqsA deficient V. cholerae; V. cholerae BH1578 lux reporter, luminescence, 6 h; activation, % at 18.7 µM; hit rate 0.16% among 350,000; AID 588436; in the data active = activation mostly above about 9.7%, no sharp cut-off; inconclusive = no clear call, values can overlap the other calls; inactive = mostly below about 3.7%; also: not every result past the cut was called active; inactives centre near 0; reference of the scale not given here
Rv3671c protease = Rv3671c (M. tuberculosis) protease inhibition; inhibition, % at 5.96 µM; hit rate 0.048% among 320,000; in the data active = inhibition above about 38%;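 also: extracellular domain of Rv3671c used as enzyme; 0% = enzyme with DMSO and 100% = no enzyme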
Starred values were filed as active, the others as inactive; i = inactive; ? = inconclusive; nt = no result given; & = joins results of further samples. These rows are one share of the data; count on the stated rates, not on these rows.

SMILES	TcdB inh	Anthrax LF prot	SARS 3CLpro inh	DUSP3 inh	MazEF act	PfHsp40 yeast	Y pestis TopoI	PriA SSB inh	Vc quorum ag	Rv3671c protease
O=C(/C=C/c1ccc([N+](=O)[O-])cc1)NCc1cccs1	nt	-1	0	-10	-7	-0.7	-6	-17	i	2
Cc1ccc(Cn2c(Sc3ncccn3)nc3c2c(=O)[nH]c(=O)n3C)cc1	nt	-8	4	5	2	-1.6	-4	-13	-0.2	-5
CS(=O)(=O)N1CCCC(c2nc(-c3ccc(S(=O)(=O)NCc4ccccc4)cc3)no2)C1 (stereo not drawn)	1.6	-1	-2	13	0	0.2	1	1	-0.6	0
Cc1ccc(S(=O)(=O)Cn2nnnc2C(CC(C)C)N2CCN(C)CC2)cc1 (stereo not drawn)	0.6	-11	2	9	7	-1.1	-8	-11	i	-1
COc1ccccc1N1CCN(CCC(=O)Nc2ccc(F)cc2)CC1	-0.8	6	0	9	10	-0.2	4	-1	i	1
CCN(CC)c1ccc(/C=C(/C#N)C(=O)NC(C)C)o1	-4.1	1	-4	14	-418	0.0	0	6	i	-3
COc1cccc(NC(=S)N2c3ccccc3CC2C)c1 (stereo not drawn)	1.5	2	1	48	-2	-0.3	3	4	i	-8
Cc1cccc2cc(CN(Cc3cccs3)S(=O)(=O)c3ccc4c(c3)OCCO4)c(=O)[nH]c12	-0.9	1	2	0	-4	0.4	1	-8	0.0	-17
CC(=O)Nc1ccc(C(=O)N2CCCC2)cc1	-0.5	2	1	27	2	-1.6	3	-11	1.4	-1
O=C(/C=C/c1ccc2c(c1)OCO2)c1ccco1	nt	-2	-1	10	9	-1.4	6	7&-10	-0.2	-3
Cc1cccc(-n2c(O)c(C=NC34CN5CN(CN(C5)C3)C4)c(=O)[nH]c2=O)c1	0.8	-3	0	6	4	-1.7	-4	-9	-0.3	-7
Cc1ccc(OCC(=O)OCC(=O)NC2CC2)cc1C	-0.8	-5	nt	nt	3	-0.8	3	-3	-0.6	9
Cc1cc(C)n2nc(SC(C)C(=O)Nc3ccc(Cl)cn3)nc2n1 (stereo not drawn)	0.6	4	-3	17	8	0.5	-2	10	-0.1	0
CC(NC(c1ccccc1)c1ccccc1)C(=O)N1CCCc2ccccc21 (stereo not drawn)	nt	0	2	2	-1	-0.7	-7	-25	0.0	3
COc1ccc(CNC(=O)CCCC(=O)n2nc(C)c3ccccc32)cc1	1.9	-1	5	39	1	0.1	20	3	-0.3	-5
C=CCN1C(=O)C(CC(=O)Nc2ccc(OC)cc2)N(Cc2ccco2)C1=S (stereo not drawn)	nt	1	-4	16	4	-0.4	-5	-4	-2.0	0
Cc1cccc(N2C(=O)C(Oc3ccc(Cl)cc3Cl)C2C=O)c1C (stereo not drawn)	0.4	1	7	-7	8	280*	-1	4	0.3	-6
CC(=O)Nc1ccc(S(=O)(=O)N2CCC(C(=O)NCCc3ccc(Cl)cc3)CC2)cc1	-0.1	3	-4	-1	2	-0.5	-6	-6	1.7	nt
Nc1nc(CN2CCN(c3ccccc3F)CC2)nc(N2CCCc3ccccc32)n1	0.8	3	1	39	0	-1.0	11	0	i	10
CC(C)(C)c1ccc(C(O)CCCN2CCC(C(O)(c3ccccc3)c3ccccc3)CC2)cc1 (stereo not drawn)	0.7	-6	-5	20	5	-0.7	8	-4	5.6	-2
O=C(O)c1cccc(NC(=O)c2cc(S(=O)(=O)N3CCOCC3)cs2)c1	0.4	-1	-1	4	-17	0.2	3	-16	-0.5	9
CCCCn1c(N)c(N(CCOC)C(=O)C2CC(=O)N(Cc3ccc(C)cc3)C2)c(=O)[nH]c1=O (stereo not drawn)	2.4	-4	nt	nt	3	-0.5	-5	-1	-1.2	2
COC(=O)c1ccc(-n2c(C)nc3ccccc3c2=O)cc1	nt	0	9	-6	2	-1.0	-4	-3	i	2
Cc1cc(C(=O)NC(C)Cc2ccccc2)cc(C)c1[N+](=O)[O-] (stereo not drawn)	0.5	-6	-4	34	2	0.4	-3	-7	0.2	-2
Cc1noc(C(=O)NCc2ccccc2)c1Cl	1.5	12	-2	-6	-13	2.3	-8	104*	-0.2	7

An excerpt from above in order of SMILES length, highest first:
SMILES	TcdB inh	Anthrax LF prot	SARS 3CLpro inh	DUSP3 inh	MazEF act	PfHsp40 yeast	Y pestis TopoI	PriA SSB inh	Vc quorum ag	Rv3671c protease
CCCCn1c(N)c(N(CCOC)C(=O)C2CC(=O)N(Cc3ccc(C)cc3)C2)c(=O)[nH]c1=O (stereo not drawn)	2.4	-4	nt	nt	3	-0.5	-5	-1	-1.2	2
CS(=O)(=O)N1CCCC(c2nc(-c3ccc(S(=O)(=O)NCc4ccccc4)cc3)no2)C1 (stereo not drawn)	1.6	-1	-2	13	0	0.2	1	1	-0.6	0
CC(=O)Nc1ccc(S(=O)(=O)N2CCC(C(=O)NCCc3ccc(Cl)cc3)CC2)cc1	-0.1	3	-4	-1	2	-0.5	-6	-6	1.7	nt
Cc1ccc(S(=O)(=O)Cn2nnnc2C(CC(C)C)N2CCN(C)CC2)cc1 (stereo not drawn)	0.6	-11	2	9	7	-1.1	-8	-11	i	-1
Nc1nc(CN2CCN(c3ccccc3F)CC2)nc(N2CCCc3ccccc32)n1	0.8	3	1	39	0	-1.0	11	0	i	10
Cc1cc(C(=O)NC(C)Cc2ccccc2)cc(C)c1[N+](=O)[O-] (stereo not drawn)	0.5	-6	-4	34	2	0.4	-3	-7	0.2	-2
COc1ccc(CNC(=O)CCCC(=O)n2nc(C)c3ccccc32)cc1	1.9	-1	5	39	1	0.1	20	3	-0.3	-5
Cc1cccc(N2C(=O)C(Oc3ccc(Cl)cc3Cl)C2C=O)c1C (stereo not drawn)	0.4	1	7	-7	8	280*	-1	4	0.3	-6
O=C(/C=C/c1ccc([N+](=O)[O-])cc1)NCc1cccs1	nt	-1	0	-10	-7	-0.7	-6	-17	i	2
COc1cccc(NC(=S)N2c3ccccc3CC2C)c1 (stereo not drawn)	1.5	2	1	48	-2	-0.3	3	4	i	-8
CC(=O)Nc1ccc(C(=O)N2CCCC2)cc1	-0.5	2	1	27	2	-1.6	3	-11	1.4	-1
Cc1noc(C(=O)NCc2ccccc2)c1Cl	1.5	12	-2	-6	-13	2.3	-8	104*	-0.2	7

Remaining list, next part
SMILES	TcdB inh	Anthrax LF prot	SARS 3CLpro inh	DUSP3 inh	MazEF act	PfHsp40 yeast	Y pestis TopoI	PriA SSB inh	Vc quorum ag	Rv3671c protease
CN1CCN(c2ccc([N+](=O)[O-])cc2C(=O)N2CCOCC2)CC1	nt	nt	-7	27	5	0.2	-6	-27	-0.4	5
COCCCNC(=O)/C(C#N)=C/c1ccc(OCC(=O)O)c(OC)c1	-0.1	-2	1	-5	5	-1.3	-6	-1	-1.3	17
Cc1cccn2c(=O)c(C=O)c(N3CCN(c4ccccc4)CC3)nc12	0.5	-2	-7	21	5	2.1	16	-3	-0.4	1
COC(=O)c1cc(NC(=O)C23CCC(C)(C(=O)O2)C3(C)C)cc(C(=O)OC)c1 (stereo not drawn)	nt	4	-4	-14	5	-1.2	0	11	5.0	-3
C#CCSc1nnc(-c2sc3ccccc3c2Cl)o1	nt	-5	-8	8	-2	?	27	-5	-1.4	0
CCC(C)(C(=O)NC1CCCCC1)N(C(=O)CC1NC(=O)NC1=O)c1c(C)n(C)n(-c2ccccc2)c1=O (stereo not drawn)	-0.4	-4	-2	9	2	0.1	-9	-3	-0.4	2
OCC[C@@H]1NCc2cc(CO)cc(-c3ccccc3)c21	0.1	-1	nt	nt	-16	-0.1	47	-5	i	nt
Cc1ccc(NC(=O)COC(=O)c2cc(-c3cccs3)nn2-c2ccccc2)cc1[N+](=O)[O-]	nt	1	3	-2	-1	0.3	1	2	-0.4	4
O=C(O)CNC(=S)N(Cc1ccccc1F)C1CCCCC1	-2.5	3	4	-11	6	-1.8	-10	-13	-0.1	-5
CS(=O)(=O)N(CC(=O)NCc1ccc2c(c1)OCO2)c1ccc(Cl)cc1	nt	1	6	26	2	-0.7	-5	-5	-0.2	9
Cc1ccccc1CN(c1ccc(C(=O)Nc2ccccc2C(=O)N2CCCC2)cc1)S(C)(=O)=O	nt	6	3	49	7	0.3	2	-9	-0.7	4
CC(C)NC(=O)c1cc(-c2ccc3c(c2)OCO3)on1	1.0	-2	-3	16	2	-2.2	3	-7	0.6	-1
CCC(=O)Oc1ccc(NC(=O)c2ccc(S(=O)(=O)N3CCCC3)cc2)cc1	-0.2	3	nt	nt	0	nt	-8	nt	-0.7	nt
CCCn1c(C(C)Nc2nc(-c3ccc(C)cc3)cs2)nc2ccccc21 (stereo not drawn)	-0.4	-4	-5	17	4	1.2	20	-7	-0.4	11
COc1cc(/C=N\NC(=O)c2ccc(Cn3cc(Br)c([N+](=O)[O-])n3)o2)cc(OC)c1O	nt	2	-2	-4	0	-0.4	-2	nt	-0.4	11
COC(=O)c1c(-c2ccc(SC)cc2)sc2ccc(OC)cc12	1.9	-5	nt	nt	-40	-0.4	1	4	i	-6
C=CCn1c(SCC(=O)c2ccc(Br)cc2)nnc1C(C)NC(=O)Cc1ccc(OC)cc1 (stereo not drawn)	2.2	0	-1	-7	-26	-0.6	-8	-1	i	-10
O=C(CCSc1nc(-c2ccco2)cc(C(F)(F)F)n1)NCc1ccccn1	nt	-6	1	-20	3	0.4	13	-6	i	5
O=C(CSc1ccccc1)Nc1ccccc1C(=O)O	nt	8	9	-3	10	0.0	3	-25	-0.4	2
CCN(C(=S)Nc1cccc2ccccc12)c1ccccc1	2.0	-10	nt	nt	2	nt	-6	nt	-0.7	nt
CCOC(=O)Cc1csc(NC(=O)COc2ccccc2)n1	nt	-2	7	13	-17	0.7	-1	-2	-0.2	-3
Cc1cc(S(=O)(=O)NC2CCCCC2)c(C)s1	nt	12	-6	0	-10	-0.6	-9	-6	-0.3	-1
O=C(N/N=C/c1ccc(N2CCOCC2)cc1)c1ccncc1	1.5	-1	nt	nt	-25	0.8	-3	nt	-0.2	-8
S=c1[nH]nc(COc2ccccc2)n1/N=C/c1cccc(Cl)c1Cl	0.8	0	7	20	-1	1.0	9	nt	i	6
COc1ccc(-c2[nH]ncc2/C=C(/C#N)C(=O)NC2CCCCCC2)cc1	nt	1	1	7	11	0.1	2	-7	-0.5	-15

Next part:
SMILES	TcdB inh	Anthrax LF prot	SARS 3CLpro inh	DUSP3 inh	MazEF act	PfHsp40 yeast	Y pestis TopoI	PriA SSB inh	Vc quorum ag	Rv3671c protease
CN(C)CCC(=O)c1ccc2c(c1)OCO2	nt	3	1	10	2	-0.9	0	5	0.2	-1
Cn1cnc2c1c(=O)n(Cc1c(Cl)cccc1Cl)c(=O)n2C	nt	nt	-4	7	0	-1.0	6	-11	-0.3	4
O=C(CSc1ccc([N+](=O)[O-])cn1)Nc1cc(C(F)(F)F)ccc1N1CCOCC1	1.5	-2	-3	6	1	2.3	9	-1	i	3
Oc1[nH]c2ccccc2c1N=Nc1ccccn1	0.4	-5	nt	nt	1	-1.5	-5	-4	nt	nt
Cc1ccc(NC(=O)CSc2nnc(-c3ccco3)c(-c3ccco3)n2)cc1	nt	4	3	29	7	1.8	-14	9	i	0
O=C(CN1CCN(Cc2ccccc2F)C1=O)NCCN1CCOCC1	3.1	-7	nt	-12	6	0.3	8	6	nt	6
CC(=O)N=Cc1c(C)c(C#N)c(=O)n(C)c1O	0.8	-5	-2	33	-6	-1.0	2	-6	-0.3	-6
O=C(O)C1CCCN(S(=O)(=O)c2cccc3cccnc23)C1 (stereo not drawn)	0.2	-2	-8	19	7	0.1	-1	-9	-0.5	-3
NC(=O)CN1CCCN(S(=O)(=O)c2ccc(Br)cc2)CC1	nt	1	1	18	7	0.5	5	-2	5.9	0
CCSc1nnc(NC(=O)c2cc(C)on2)s1	nt	-2	-6	-16	11	0.5	-3	-1	-0.5	-5
CCN(/N=C/c1ccc(Cl)cc1)c1cc(=O)n(C)c(=O)[nH]1	0.2	-2	0	-12	-18	1.0	-5	nt	-0.3	1
